High-throughput results as filed in PubChem.
ERa SRC1 pot – enhancers of ERα–SRC-1 coactivator binding, primary screen, biochemical, TR-FRET, ERα LBD, low estradiol. 86,000 compounds, 1.3% hits. Estrogen receptor (Homo sapiens), P03372. AID 639, 2007. coactivator binding (% of control), % at 25.6 µM. TR-FRET ERalpha-LBD/SRC-Cy5 coactivator binding, 2 h; 100 = basal binding, no effect; in the data active = activity above about 200%;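 also: binding measured in presence of low estradiol as agonist stimulus; 0% = peptide alone without receptor and 100% = receptor with peptide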
CD11b adhes enh – enhancers of CD11b/CD18 adhesion to fibrinogen, primary screen, K562 cells, luminescence; AID 1499, 2009; 93,000 compounds, 0.07% hits; activation, % at 10 µM; ATPlite luminescence; Integrin beta-2 (Homo sapiens) + Integrin alpha-M (Homo sapiens), P05107+P11215;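 active = 10 µM primary screen giving 50% or more activity, confirmed by 40% or more on retest at that dose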; also: strong numbers were not always called active
Target sequence (P05107 whole entry, looked up, other chains not shown): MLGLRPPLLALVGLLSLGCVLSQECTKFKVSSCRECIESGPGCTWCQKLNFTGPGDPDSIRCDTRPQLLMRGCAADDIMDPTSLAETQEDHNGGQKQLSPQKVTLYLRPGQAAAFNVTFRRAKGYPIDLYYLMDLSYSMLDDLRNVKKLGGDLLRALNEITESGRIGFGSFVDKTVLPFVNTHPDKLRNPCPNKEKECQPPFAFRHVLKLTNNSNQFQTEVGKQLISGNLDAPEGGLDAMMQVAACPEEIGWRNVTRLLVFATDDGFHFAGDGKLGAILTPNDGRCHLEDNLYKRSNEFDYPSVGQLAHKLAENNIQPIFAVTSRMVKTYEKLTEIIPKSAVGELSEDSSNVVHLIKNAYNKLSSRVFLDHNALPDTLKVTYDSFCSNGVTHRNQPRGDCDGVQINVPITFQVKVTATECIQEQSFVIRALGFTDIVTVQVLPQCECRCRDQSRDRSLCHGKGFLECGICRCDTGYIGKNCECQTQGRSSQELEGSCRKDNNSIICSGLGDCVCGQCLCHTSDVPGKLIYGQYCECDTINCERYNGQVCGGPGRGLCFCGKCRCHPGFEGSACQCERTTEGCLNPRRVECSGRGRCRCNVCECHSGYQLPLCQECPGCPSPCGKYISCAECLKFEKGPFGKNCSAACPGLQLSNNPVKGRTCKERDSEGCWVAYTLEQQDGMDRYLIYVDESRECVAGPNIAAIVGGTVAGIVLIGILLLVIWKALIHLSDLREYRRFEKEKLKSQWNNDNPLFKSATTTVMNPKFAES
CYP2C19 inhib – blockers of cytochrome P450 2C19 activity – biochemical, luminescence, ADME assay, primary screen; CYP2C19 Supersomes, luciferin-H EGE luminescence, 30 min; inhibition, % at 5 µM; 96,000 compounds, 21% hits; AID 778, 2007;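 active = CYP2C19 inhibition above a set limit at 5 µM in the primary screen, cut at about 50% in these data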;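 also: plate controls were negative control wells for no effect and 2.5 mM tranylcypromine positive control for full effect; values of inactives mirror those of a sister screen read the other way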
H69AR inhibit – proliferation blockers of H69AR lung cancer cells, primary screen, cell-based, human, 86K library. H69AR lung tumor viability, ATP luminescence, 72 h; stronger effect = lower value. viability, % at 10 µM. 85,000 compounds, 6% hits;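 active = viability at or below 40%; inactive = viability above 40%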;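 also: multidrug resistant small cell line overexpressing MRP-1 efflux transporter; 100% = mean luminescence of untreated control wells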
HUVEC prolif 384 – inhibitors of HUVEC proliferation, primary screen, cell-based, 384-well. CellTiter-Glo luminescence, 72 h; stronger effect = lower value. viability, % at 10 µM (by protocol). 86,000 compounds, 1.1% hits;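 active = viability at or below 30%; inactive = viability above 30%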;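 also: 100% = median luminescence of DMSO-only cell control wells on each plate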
Lung fibro prol – antiproliferative effect on LL 47 fibroblasts – human, LL 47 cells, CellTiter-Glo luminescence, primary screen; viability, % at 10 µM; 85,000 compounds, 1.1% hits; LL 47 human lung fibroblast viability, ATP luminescence; stronger effect = lower value; AID 719, 2007;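 active = viability at or below 50% in the single dose screen; inactive = viability above 50%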;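 also: compound exposure lasted 72 h before the ATP readout; 100% = median luminescence of untreated cell-only wells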
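Benchmarks: Cell-only wells, no compound | Test system: LL 47 human lung fibroblasts, passage 12 or lower | Input: 1,150 cells/well | Measured by: CellTiter-Glo luminescence measuring cellular ATP | Medium: IMEM, 15% FBS supplement | Schedule: Overnight attachment after seeding, then 72 h compound exposure at 37 °C | Doses: Compound addition at 0.1% DMSO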
ERa SRC1 inh – ERα–SRC-1 coactivator interaction inhibitors, primary screen, biochemical, TR-FRET, ERα LBD, estradiol-bound; Estrogen receptor (Homo sapiens), P03372; TR-FRET ER-alpha LBD / SRC-1 peptide; inhibition, % at 25.6 µM; 86,000 compounds, 1.7% hits; AID 629, 2007; in the data active = inhibition above about 50%;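 also: 0% = receptor plus peptide control and 100% = peptide only without receptor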
Mac1 fbg inh – inhibitors of CD11b/CD18 adhesion to fibrinogen, primary screen, K562 cells, luminescence | ATPlite luminescence; Mn2+ added to activate the integrin | Integrin beta-2 (Homo sapiens) + Integrin alpha-M (Homo sapiens), P05107+P11215 | inhibition, % at 10 µM | 93,000 compounds, 0.54% hits;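 active = primary inhibition of 50% or more at 10 µM, then 40% or more on retest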; also: some results filed as inactive read as strong as hits
CYP2C19 act – human CYP2C19 activators, primary screen, biochemical, luminescence. Cytochrome P450 2C19 (Homo sapiens), P33261. recombinant CYP2C19, luciferin-H EGE luminescence; stronger effect = higher value; 0 = fully inhibited enzyme, 1 = untreated enzyme. activation factor at 5 µM. 96,000 tested, under 10 active;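 active = activation factor of at least 2 at 5 µM in the primary screen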;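 also: 0 = wells with 2.5 mM tranylcypromine and 1 = vehicle-only wells; values of inactives mirror those of a sister screen read the other way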
Numbers without * were called inactive; x = no result given; [ ] = another dose, or the depositor's remark. An excerpt (hit frequency here may not be typical).

mol	ERa SRC1 pot	CD11b adhes enh	CYP2C19 inhib	H69AR inhibit	HUVEC prolif 384	Lung fibro prol	ERa SRC1 inh	Mac1 fbg inh	CYP2C19 act
COc1cc(/C=N/n2cnnc2)ccc1OC(=O)N(C)C	89	1	46	90	90	98	2	-34	0.5
O=C(CCN1CCOCC1)NCC(=O)Nc1ccc(Br)cc1C(=O)c1ccccc1	111	1	-8	98	91	89	2[fluorescence artefact?]	-11	1.1
Cc1ccc(Cl)cc1-n1c(O)c(C=NCCCN2CCOCC2)c(=O)[nH]c1=O	110[fluorescence artefact?]	2	6	87	89	95	5[fluorescence artefact?]	-1	0.9
Cc1ccc(-c2nc(CS(=O)CC(=O)N3CCC4(CC3)OCCO4)c(C)o2)cc1 (centres undefined)	100	-2	20	91	107	95	-2	-2	0.8
Nc1ccc(S(=O)(=O)N2CC3CC(C2)c2cccc(=O)n2C3)cc1 (centres undefined)	101[fluorescence artefact?]	-4	-11	97	105	94	6	-14	1.1
O=c1[nH]c2ccccc2c(=O)n1-c1cccc(Cl)c1	x	7	34	x	x	x	x	6	0.7
O=c1[nH]c(=O)n(Cc2ccc(F)cc2)c(O)c1C=NCC1CCCO1 (centres undefined)	128	-1	-10	101	99	106	-1	7	1.1
CCCCCn1c(=O)c(C(=O)NCc2ccccn2)c(O)c2ccccc21	122	1	26	20*	86	67	11	29	0.7
CCN(CC)CCOC(=O)c1cc2cc(COC)ccc2o1	x	-2	-6	x	x	x	x	-14	1.1
CCCCNC(=O)c1c(N)n(CCCOC)c2nc3ccccc3nc12	x	-1	-1	x	x	x	x	1	1
CCOC(=O)c1ccc(N2C(=O)CC(N3CCC(C#N)(c4ccccc4)CC3)C2=O)cc1 (centres undefined)	105	2	22	101	109	x	-14	-48	0.8
CN(C)P(=O)(C(Cl)=C(N1CCCCC1)N1CCCCC1)N(C)C	103	2	69*	45	100	98	-3	14	0.3
CSc1ncc(Cl)c(C(=O)O)n1	x	-2	27	x	x	x	x	-7	0.7
CCCCCCC(N)CC(=O)O (centres undefined)	150	-2	4	93	108	103	-1[fluorescence artefact?]	-18	1
c1ccc2c(c1)CNc1ccccc1O2	107	-4	48	97	83	96	-1	-2	0.5
O=C(Cc1ccccc1)N1CCN(CC2CC3C=CC2C3)CC1 (centres undefined)	119	x	x	89	92	88	-4	x	x
CCOC(=O)C(C)Oc1cc(C)cc2oc(=O)c3c(c12)CCCC3 (centres undefined)	96	2	49	72	106	98	-13	-4	0.5
CN1/C(=C\C=C\C2=[N+](C)c3ccc4ccccc4c3C2(C)C)C(C)(C)c2ccccc21	132[fluorescence artefact?]	x	67*	0.1*	2.0*	1.6*	26[fluorescence artefact?]	x	0.3
CN(C)CP(=O)(O)CN(C)C=O	85	3	1	96	89	98	10	-18	1
CN1CCC(N(C)c2nc(-c3ccc([N+](=O)[O-])cc3)nc3ccccc23)CC1	x	-6	2	x	x	x	x	15	1
CC(C)C12CN3CCN(CC(C3)/C1=N\O)C2	93	0	18	105	96	94	1	-1	0.8
CCOC(=O)c1[nH]c(C)c(C(=O)N2CCC3(CC2)OCCO3)c1C	117	x	17	79	97	106	6[fluorescence artefact?]	x	0.8
S=C(c1ccc(Cl)cc1)N1CCOCC1	95	-4	66*	107	94	103	-7	6	0.3
Oc1ccc(/C=N/NP(=S)(c2ccccc2)c2ccccc2)cc1	x	-5	79*	x	x	x	x	22	0.2
C#CCOCOCC#CCN(CC)CC	115	-3	8	83	95	101	15	9	0.9
Cn1c(O)c(C=NCCOc2ccc(Cl)cc2)c(=O)n(C)c1=O	95	-1	42	101	110	106	3[fluorescence artefact?]	-4	0.6
Cc1cccc(-n2c(-c3ccco3)nc3ccccc3c2=O)n1	109	x	2	101	92	103	-5	x	1
CCCCOCCCn1c(N)c(C(=O)OC(C)COC)c2nc3ccccc3nc21 (centres undefined)	98	x	x	56	88	105	29	x	x
N#Cc1cc2c(nc1SCC(=O)Nc1cc(Cl)cc(Cl)c1)C1CCN2CC1	111[fluorescence artefact?]	x	5	66	78	55	-5[fluorescence artefact?]	x	1
CN1CCN(c2c(N)c(=O)oc3ccccc23)CC1	94	-4	2	97	106	104	4[fluorescence artefact?]	-5	1
CCC(C)N1Cc2ccccc2C1=N (centres undefined)	x	-4	2	x	x	x	x	-5	1
O=C(NCc1ccc(C(=O)N2CCC3(CC2)OCCO3)cc1)c1cccc(Br)c1	108[fluorescence artefact?]	2	12	91	91	108	13[fluorescence artefact?]	2	0.9
CSC(=Nc1ccccc1)c1c(O)n(C)c(=O)n(C)c1=O	118	-2	-2	95	86	99	3	5	1
Nc1c(C(=O)NCc2ccco2)c2nc3ccccc3nc2n1CCN1CCOCC1	89[fluorescence artefact?]	0	35	39*	70	94	-1	-2	0.6
CC(=NCCN1CCOCC1)c1c(O)n(Cc2ccccc2)c(=O)[nH]c1=O	119	0	-10	98	101	98	-13	8	1.1
CCC(=Nc1ccc2c(c1)CCC2)c1c(O)n(C2CCCCC2)c(=O)[nH]c1=O	116	-1	-13	77	58	68	-1	25	1.1
CCOc1ccccc1C1SCC(=O)Nc2c1c(=O)[nH]n2C(CC)CC (centres undefined)	109	-2	2	105	95	96	-2	-18	1
CCC(=NCCCn1ccnc1)c1c(O)n(Cc2ccccc2)c(=O)[nH]c1=O	91	-7	94*	81	106	105	-5	-3	0.1
Cc1cc(NC(=O)COC(=O)c2c(C)nn(Cc3ccccc3)c2C)no1	95	-5	30	117	106	102	0	3	0.7
Cc1ccc2c(c1)N(CCC(=O)N1CCC3(CC1)OCCO3)C(=O)CO2	129	8	95*	91	105	107	7	-12	0
CCC(=O)c1cn(Cc2ccccc2C#N)c2ccccc12	116	6	76*	84	84	71	-9	9	0.2
O=C(c1cc(S(=O)(=O)N2CCOCC2)ccc1F)N1CCC2(CC1)OCCO2	99	-5	-8	97	108	100	4	8	1.1
COc1ccc2c(c1)CC1(CN2C)C(=O)NC(=O)N(CCc2ccccc2)C1=O (centres undefined)	98	0	14	89	94	95	6	1	0.9
FC(F)(F)c1ccccc1CN1CCN(Cc2ccccc2)CC1	x	0	69*	x	x	x	x	2	0.3
O=C(Nc1ccc(Cl)cc1)O/N=C(\c1ccccc1)c1ccccn1	x	-3	18	x	x	x	x	-6	0.8
CC(C)NC(C)C(=O)C12CC3CC(CC(C3)C1)C2 (centres undefined)	105	-2	-16	87	100	101	-8	-2	1.2
Cn1c(O)c(C(=O)c2ccccc2Cl)c(=O)n(C)c1=O	113	-2	-8	91	106	104	-11	13	1.1
O=c1[nH]c(=O)n(Cc2ccc(F)cc2)c(O)c1C=NCc1cccnc1	121	-5	31	105	101	101	-3	3	0.7
O=P(C(=Nc1ccc(Cl)cc1)N1CCOCC1)(N1CCOCC1)N1CCOCC1	101	x	x	91	99	91	-8	x	x
O=c1[nH]c(CN2CC=C(c3ccccc3)CC2)nc2cc(C(F)(F)F)ccc12	92	12	39	81	82	96	-3	-10	0.6
CN1C(=O)C(C2c3ccccc3C(=O)N2Cc2ccccc2)C(=O)N(C)C1=O (centres undefined)	134	5	16	93	104	99	-5	-16	0.8
Cc1ccc2c(c1)CC1(CN2C)C(=O)NC(=O)N(c2ccc(C)c(C)c2)C1=O (centres undefined)	57[fluorescence artefact?]	-3	53*	93	95	94	10	-9	0.5
CN=C(SCc1cc2c(cc1Cl)OCO2)c1c(O)n(C)c(=O)n(C)c1=O	121	-6	19	89	83	103	6	17	0.8
COc1cccc(-n2nc(C(=O)N3CCC4(CC3)OCCO4)c3ccccc3c2=O)c1	108	4	13	89	96	100	0	-3	0.9
O=C(c1ccco1)C12CN3CN(CN(C3)C1)C2	122	x	x	100	97	98	-4	x	x
CN1CCN(C(=O)COc2ccc(S(=O)(=O)NCc3ccccc3)cc2Cl)CC1	92	0	-1	86	102	97	2	6	1
O=C(CN1C(=O)CN=C(c2ccccc2)c2ccccc21)NCc1ccco1	105	-6	12	76	100	98	9	-10	0.9
CCCCn1c(O)c(C(C)=NCCCN(CC)CC)c(=O)[nH]c1=O	112	-1	-1	99	96	91	-4	-11	1
Cc1ccc(-c2cc(C(F)F)n3ncc(C(=O)N4CCC5(CC4)OCCO5)c3n2)cc1	113	-2	5	56	91	98	-5	8	1
CC1(C)N(O)C2CCCCC2N1O (centres undefined)	112	0	3	92	91	106	0	6	1

The results go on.
mol	ERa SRC1 pot	CD11b adhes enh	CYP2C19 inhib	H69AR inhibit	HUVEC prolif 384	Lung fibro prol	ERa SRC1 inh	Mac1 fbg inh	CYP2C19 act
O=P(NS(=O)(=O)c1ccc(Cl)cc1)(Oc1ccccc1)Oc1ccccc1	108	x	x	107	93	98	-21	x	x
CCN(CC)CCOC(=O)c1ccc(N=Cc2c(O)[nH]c(=O)[nH]c2=O)cc1	x	-3	-14	x	x	x	x	7	1.1
[O-][n+]1onc2c1CCC1N(O)CCC21O (centres undefined)	105	1	-16	78	103	95	-25	-4	1.2
CCCOc1ccccc1C1SCC(=O)Nc2c1c(=O)[nH]n2C(C)CCC (centres undefined)	116	-1	-4	98	105	104	-4	-3	1
C/C(=N/OC(=O)N(C)C)c1ncc(C(F)(F)F)cc1N1CCOCC1	90	0	14	96	98	116	6	-6	0.9
C=CCn1c(O)c(C(C)=NCCCO)c(=O)[nH]c1=O	105	x	-1	91	98	99	-4	x	1
O=C(CNC(=O)c1ccccc1)Nc1ccc(Br)cc1C(=O)c1ccccc1	x	-2	47	x	x	x	x	-2	0.5
O=c1c(C=NCc2cccs2)c(O)n(C2CCCCC2)c(=O)n1C1CCCCC1	99	-1	12	84	97	86	2	6	0.9
CCN1CCN(c2ncnc3ccc(Br)cc23)CC1	95	-1	2	86	72	97	1	13	1
C=CP(=O)(O)c1ccccc1	94	0	3	93	98	95	-1	-6	1

Entries of single compounds, quoted from the list.
CCN(CC)CCOC(=O)c1ccc(N=Cc2c(O)[nH]c(=O)[nH]c2=O)cc1 as listed: ERa SRC1 pot = x; CD11b adhes enh = -3; CYP2C19 inhib = -14; H69AR inhibit = x; HUVEC prolif 384 = x; Lung fibro prol = x; ERa SRC1 inh = x; Mac1 fbg inh = 7; CYP2C19 act = 1.1
CCCOc1ccccc1C1SCC(=O)Nc2c1c(=O)[nH]n2C(C)CCC (centres undefined) as listed: ERa SRC1 pot = 116; CD11b adhes enh = -1; CYP2C19 inhib = -4; H69AR inhibit = 98; HUVEC prolif 384 = 105; Lung fibro prol = 104; ERa SRC1 inh = -4; Mac1 fbg inh = -3; CYP2C19 act = 1
